ELG1 repair inh = inhibitors of ELG1-dependent DNA repair in HEK293T cells. HEK293T ELG1-luciferase reporter, luminescence, 16 h; DNA damage induced by 5-fluorouridine. Potency, µM (top dose mostly 46.1 µM), without a hit: at the highest dose activity change, negative = inhibition, most hits filed as inhibitors. 330,000 compounds, 2.3% hits. AID 504467; also: potency is read from the fitted curve at half-maximal effect; % is scaled to controls: 0 for no effect and ±100 for the full control effect; nearly all actives have a fitted effect of over 55% in size
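Reporter activity after DNA damage by 5-fluorouridine is monitored. Compound-treated cells incubate 16 hr at 37 °C, then ONE-Glo is added for 30 min before luminescence reading.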
BRCA1 expr act = BRCA1 expression activation; MCF7-BRCA1-FFLuc reporter, luminescence, 48 h; response scale: scaled: vehicle 0%, 10 µM genistein 100%; Potency, µM (doses to about 46.1 µM), without a hit: at the highest dose activation, most hits filed as activators; 380,000 compounds, 1.1% hits; AID 624202; also: potency is read from the fitted curve at half-maximal effect; nearly all actives have a fitted effect of over 80% in size; some results filed as inactive show a strong effect at the top dose
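MCF7 cells carrying a BRCA1-firefly luciferase reporter (2000 cells/well, phenol-red free MEM) were attached for 2 h at 37 °C, then given compounds for 48 h. Luminescence was read 15 min after luciferase reagent; activity normalized to genistein (10 microM) and DMSO.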
p53 reactivator = re-activators of mutant p53; H1299 p53-A138V BP100-luciferase reporter, luminescence, 24 h; Potency, µM (doses to about 92.2 µM), for inactives: top-dose activity change, positive = activation, most hits filed as activators; 320,000 compounds, 0.063% hits; AID 504706; also: potency is read from the fitted curve at half-maximal effect; % of control where 0% means no effect; nearly all actives have a fitted effect of over 45% in size
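H1299 (p53-null), stable ts p53-A138V + BP100-Luc; 1000 cells/well, Opti-MEM/10% FBS; cpd 4 pt, 1:5; 24 h, 37 deg C, 5% CO2; detection reagent 10 min RT; luminescence.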
Rab9 prom act = Rab9 promoter activation; Huh7 Rab9 promoter-luciferase reporter, luminescence, 24 h; Potency, µM (titrated, usually from 9.22 µM), for inactives: at the top dose activation, negative = inhibition, actives largely listed as activators; 320,000 compounds, 2.8% hits; also: potency is read from the fitted curve at half-maximal effect; % of control where 0% means no effect; nearly all actives have a fitted effect of over 60% in size
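Steps: seed 1500 Huh7 Rab9-luc cells per well, rest 2 h at 37 °C; add compound in DMSO; incubate 24 h; add luciferase reagent, 10 min ambient; read luminescence.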
ELG1 genotox = induces genotoxicity in HEK293T cells with luciferase-tagged ELG1. HEK293T ELG1-luciferase reporter, luminescence, 16 h. Potency, µM (series often up to 46 µM), for the others: at the highest dose activity change, positive = activation, most hits filed as activators. 330,000 compounds, 1.3% hits; also: potency is read from the fitted curve at half-maximal effect; % of control where 0% means no effect; nearly all actives have a fitted effect of over 60% in size
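ELG1-luciferase HEK293T cells, 2,000/well; compound pinned in; 16 hr, 37 °C, 5% CO2; ONE-Glo, 30 min RT; luminescence on CCD imager.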
VP16 counter = counter-screen for ROR gamma inhibitors: Gal4-VP16 reporter | Drosophila S2 Gal4-VP16 UAS-luciferase, luminescence, 20 h | Potency, µM (series often up to 53.6 µM), for the others: at the top dose activity, negative = inhibition, most hits filed as inhibitors | 310,000 compounds, 3.5% hits;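 also: Gal4-VP16 expression switched on by copper sulfate through the metallothionein promoter; potency is read from the fitted curve at half-maximal effect; % is scaled to controls: 0 for no effect and ±100 for the full control effect; nearly all actives have a fitted effect of over 50% in size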
Tb PFK block = T. brucei PFK enzyme inhibition; T. brucei PFK, ADP-Glo luminescence; Potency, µM (titrated, usually from 57.5 µM), for the others: at the top dose activity, negative = inhibition, most hits filed as inhibitors; 330,000 compounds, 0.17% hits;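 also: potency is read from the fitted curve at half-maximal effect; 0% = uninhibited 1x PFK enzyme wells and -100% = no-enzyme wells; nearly all actives have a fitted effect of over 60% in size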
Target sequence (O15648 whole entry, looked up): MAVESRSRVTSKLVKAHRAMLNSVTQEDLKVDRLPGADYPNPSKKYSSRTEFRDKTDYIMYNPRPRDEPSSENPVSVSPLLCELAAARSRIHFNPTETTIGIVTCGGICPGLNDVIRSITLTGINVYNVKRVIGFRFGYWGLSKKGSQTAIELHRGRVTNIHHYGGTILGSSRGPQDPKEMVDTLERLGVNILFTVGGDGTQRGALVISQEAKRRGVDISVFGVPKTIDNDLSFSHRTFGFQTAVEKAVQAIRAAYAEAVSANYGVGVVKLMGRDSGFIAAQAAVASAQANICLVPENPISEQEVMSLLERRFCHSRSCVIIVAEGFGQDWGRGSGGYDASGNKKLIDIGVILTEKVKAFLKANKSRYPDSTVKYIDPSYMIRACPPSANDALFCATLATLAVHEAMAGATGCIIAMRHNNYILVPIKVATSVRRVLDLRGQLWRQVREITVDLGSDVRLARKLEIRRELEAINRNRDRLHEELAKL
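In TEA buffer at pH 8.0 with 5 mM MgCl2, enzyme (1.25 nM) converted F6P (0.5 mM) and ATP (0.1 mM) for 45 min at room temperature. ADP product was read by luciferase luminescence.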
NPC1 prom act = activators of NPC1 promoter; 320,000 compounds, 2.4% hits; Potency, µM (highest dose often 9.22 µM), for the others: at the highest dose activation, actives largely listed as activators; AID 485313; Huh7 NPC1 promoter luciferase reporter, 24 h;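 also: potency is read from the fitted curve at half-maximal effect; % of control where 0% means no effect; nearly all actives have a fitted effect of over 60% in size; reporter is driven by a mutant NPC1 promoter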
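Stably transfected Huh7 (NPC1 promoter→luciferase), 1500 cells/well in Opti-MEM + 10% FBS, 2 h settle, then compound 24 h at 37 °C. Luminescence after 10 min with Amplite reagent.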
RORgamma inh = inhibitors of mouse ROR gamma transcriptional activity; P51450; Drosophila S2 Gal4-RORgamma UAS-luciferase reporter, 20 h; Potency, µM (doses to about 53.6 µM), without a hit: at the top dose activity change, negative = inhibition, actives largely listed as inhibitors; 310,000 compounds, 5.4% hits; AID 2551; also: potency is read from the fitted curve at half-maximal effect; % is scaled to controls: 0 for no effect and ±100 for the full control effect; nearly all actives have a fitted effect of over 60% in size
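Stable Schneider cell line, Gal4 DNA-binding domain fused to ROR gamma, UAS-luciferase. Cmpd 1 hr RT → CuSO4 700 uM final → 20 hr RT → luciferase reagent 10 min → luminescence.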
FLuc modulator = counter-screen for miR-21 project: firefly luciferase inhibitors or activators. P08659. 360,000 compounds, 6.9% hits. AID 588342. Potency, µM (doses to about 57.5 µM), without a hit: at the top dose activity change, negative = inhibition, actives largely listed as inhibitors. purified FLuc, Km substrates, luminescence inhibition;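 also: potency is read from the fitted curve at half-maximal effect; plate controls were vehicle for no effect and reference inhibitor for full effect; nearly all actives have a fitted effect of over 55% in size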
Target sequence (P08659 whole entry, looked up): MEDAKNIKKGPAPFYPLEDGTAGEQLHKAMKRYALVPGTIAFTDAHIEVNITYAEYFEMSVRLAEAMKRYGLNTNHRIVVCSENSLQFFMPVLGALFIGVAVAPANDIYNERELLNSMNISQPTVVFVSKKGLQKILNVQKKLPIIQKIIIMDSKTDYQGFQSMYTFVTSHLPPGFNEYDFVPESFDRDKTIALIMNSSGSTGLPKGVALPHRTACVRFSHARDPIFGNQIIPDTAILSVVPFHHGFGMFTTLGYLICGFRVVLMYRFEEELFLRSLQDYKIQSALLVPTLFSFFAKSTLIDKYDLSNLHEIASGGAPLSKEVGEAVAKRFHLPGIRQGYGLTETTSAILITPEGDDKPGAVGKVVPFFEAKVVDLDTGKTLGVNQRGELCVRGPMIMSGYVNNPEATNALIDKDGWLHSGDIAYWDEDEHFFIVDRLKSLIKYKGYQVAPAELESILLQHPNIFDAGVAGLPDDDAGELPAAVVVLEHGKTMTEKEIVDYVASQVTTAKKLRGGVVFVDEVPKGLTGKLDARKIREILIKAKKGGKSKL
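Purified P. pyralis luciferase, 10 nM final, with Km-level 10 uM D-luciferin and 10 uM ATP in 50 mM Tris acetate pH 7.5, 10 mM Mg acetate, 0.01% Tween-20, 0.05% BSA; 6-point qHTS titration about 60 µM downward; luminescence read.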
TRPV1 ag = activates the human vanilloid receptor TRPV1. Q8NER1. TRPV1-expressing cells, Fluo-8 calcium influx, agonist mode. activation, % at 8.33 µM. 320,000 compounds, 0.19% hits. AID 540275; in the data active = activation above about 80%; inconclusive = between about 30% and that limit; also: 0% is about no effect
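Cells expressing TRPV1 were dye-loaded with Fluo-8 and read kinetically: 10 s baseline, 3 min after compound (agonist portion), then 2 min after EC20 capsaicin (allosteric enhancer portion). Calcium-bound dye fluorescence at 480/520 nm.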
* hit, by the source's call; u = inconclusive; x = not tested or not shown; & = joins results of further samples; [ ] = dose if it differs, or a comment. Unless noted, calls follow the shape of the dose curve; as a rule, active = well fitted curve in the direction sought with a large enough effect; inconclusive = small, poorly fitted or top-dose-only effect, or another doubt; inactive = no such curve, though single readings can be large; an effect the other way counts as inactive or inconclusive.

Compound	ELG1 repair inh	BRCA1 expr act	p53 reactivator	Rab9 prom act	ELG1 genotox	VP16 counter	Tb PFK block	NPC1 prom act	RORgamma inh	FLuc modulator	TRPV1 ag
O=C1CCCN1CCC1CCN(C(=S)Nc2ccc(F)cc2)CC1	1.6%	26.9%	1.5%	15.6%	-2.2%	7.7%	-2.8%	-0.2%	29.3%	0.0%	-1.4
CC(=O)Nc1ccc(NC(=O)C(C)Oc2ccc(C)nc2[N+](=O)[O-])cc1 (configuration not stated)	15.1%	-19.7%	-8.7%	-2.8%	8.7%	x	-4.5%	-8.9%	x	8.5%	0.0
CCN(Cc1cccc(OC)c1)CC1CCCN(CCc2cccc(OC)c2)C1 (configuration not stated)	1.5%	-3.0%	x	-1.5%	-10.3%	-10.8%	-3.5%	1.1%	-15.1%	-1.7%	5.8
Cc1ccc(NC(=O)C(=O)NCc2ccc(/C=C(/C#N)C(=O)NCc3cccnc3)o2)cc1C	-22.3%	-2.8%	1.8%	-9.9%	-0.8%	u	-1.7%	0.2%	-12.5%	3.8%	1.1
CN1CCN(c2nc3c(c(=O)[nH]c(=O)n3C)n2CCCSc2ncccn2)CC1	-2.5%	-0.1%	2.4%	3.1%	-0.1%	-7.8%	1.1%	-3.4%	-5.5%	2.9%	-0.1
Cc1c(Br)cc(C(=O)O)c(C)c1C	-1.2%	-19.0%	-0.8%	-0.2%	-2.4%	-5.9%	-1.3%	0.1%	-20.6%	-0.9%[2.3 µM]	0.1
Cc1ccc(C)c(S(=O)(=O)N2CCN(C(=O)CCNS(=O)(=O)c3ccccc3)CC2)c1	u	-34.1%	-18.6%	-0.4%	-8.3%	-2.9%	-0.6%	1.7%	14.4%	3.1%	0.0
CC(NC(=O)c1ccc2c(c1)S(=O)(=O)N=C1CCCCCN12)c1ccc(S(N)(=O)=O)cc1 (configuration not stated)	26.0%	20.7%	9.7%	10.4%	-2.6%	3.4%	0.0%	-2.1%	18.9%	-0.7%	4.3
CSc1nncc(-c2ccccc2)n1	u	-3.9%	3.4%	12.8%	6.3%	-10.7%	-1.8%	-0.9%	14.0%	-10.2%	-0.6
CC(C)[C@H](NS(=O)(=O)c1ccccc1F)C(=O)OCC(=O)Nc1cccc(S(N)(=O)=O)c1	6.0%	-28.4%	-2.5%	x	-1.6%	x	-0.8%	x	x	x	x
CCNC(=O)CN1C(=O)NC2(CCCc3cc(OC)ccc32)C1=O (configuration not stated)	14.8%	-31.7%	-3.6%	-0.2%	2.4%	3.6%	-2.0%	0.1%	-13.7%	-0.4%	1.1
CC(=O)c1ccc(N2CCCC2)c(F)c1	u	x	8.2%	15.1%	u	11.2%	5.0%	1.2%	15.0%	u	-1.4
Cc1ccc(-c2noc(C3CCCN(S(=O)(=O)c4ccc5ccccc5c4)C3)n2)o1 (configuration not stated)	-14.1%	7.3%	1.8%	-7.3%	5.0%	-7.9%	-4.0%	-0.5%	28.3%	u	5.0
CC(C)S(=O)(=O)CC(=O)c1ccc(Cl)cc1	1.1%	1.6%	2.2%	19.0%	0.0%	6.0%	-0.2%	-0.3%	2.0%	-5.4%	5.8
Cc1ccc(N(Cc2cc3ccc(C)cc3[nH]c2=O)C(=O)c2ccco2)c(C)c1	u	-31.0%	-6.4%	0.0%	-4.4%	-21.0%	-1.1%	-6.0%	28.8%	-17.9%	24.3
CC(=O)c1ccc(OC(=O)c2cc3ccccc3oc2=O)cc1	-10.0%	x	-1.1%	-21.5%	1.4%	14.2%	2.1%	-2.8%	4.5%	-18.7%	4.4
Nc1ccc(C(=O)Nc2cccc3ncccc23)cc1	12.5%	-9.3%	x	0.8%	-1.0%	x	-18.3%	-6.5%	x	-9.6%	3.1
CCn1c(C)c(C)c2cc(C(=O)NCCCN3CCCCC3C)ccc21 (configuration not stated)	19.5%	0.7%	9.1%	-4.0%	1.6%	-0.5%	0.5%	2.2%	-27.6%	0.1%&2.4%	-2.4
CN(CC(=O)Nc1ccc(N2CCOCC2)cc1)C(=O)c1cc(F)c(F)cc1Cl	29.2%	5.6%	2.8%	-2.5%	4.1%	x	2.3%	-2.7%	x	-3.1%	1.0
Cc1ccc(C2OCC3(CO)COC(c4ccc(C)cc4)N23)cc1 (configuration not stated)	13.2%	-9.0%	20.2%	0.8%	-4.5%	u	3.4%	-1.0%	-4.5%	2.2%	-3.3
COc1ccccc1CN1C[C@@H]2C[C@@H](c3ccc(C)cc3)N3CCC[C@@]23C1=O	2.5%	0.0%	2.2%	-22.9%	-3.7%	-10.2%	2.3%	1.2%	8.0%	-1.5%	-0.2
COc1cccc(OCCCn2ccnc2)c1	2.7%	11.2%	25.1%	5.2%	3.4%	-12.2%	-0.1%	7.2%	-2.7%	-1.0%	-2.6
CN1C[C@@H]2C(c3ccc(Cl)nc3)C3(c4ccc(C#N)cc4)CC2(C3)[C@H]1c1ccccc1 (some centres not stated)	-5.5%	-24.4%	1.2%	-12.1%	-7.6%	-6.2%&3.4%	-1.7%	-2.4%	5.6%&14.1%	-0.1%	4.0
COc1ccccc1N1CCN(S(=O)(=O)c2ccc(F)cc2)CC1	-2.2%	1.3%	-10.9%	4.0%	-1.8%	-6.5%	-12.1%	-0.2%	4.5%	8.3%	22.3
Cc1[nH]c2ccccc2c1/C=N\NC(=O)Cn1nnc(-c2ccccc2)n1	-0.4%	2.0%	17.4%	-10.3%	8.5%	u	-2.7%	-7.6%	8.0%[10 µM]	-1.2%	-1.8
Cc1ccc(C(=O)Nc2ccccc2N2CCCC2)cc1S(=O)(=O)N1CCOCC1	u	-11.0%	-4.6%	-5.6%	-3.4%	x	-0.3%	2.6%	x	-0.4%	23.0
O=S(=O)(Nc1cccc(S(=O)(=O)N2CCCCC2)c1)c1ccc(Cl)s1	-15.3%	8.5%	-2.1%	x	-3.5%	x	-4.8%	x	x	x	x
CCOC(=O)C1=C(COC(=O)/C=C/c2ccc(OC)c(OC)c2)NC(=O)NC1C (configuration not stated)	-19.7%	-27.3%	-6.3%	-10.1%	-0.3%	x	4.6%	4.4%	x	2.2%	28.9
Cc1nn(CCC(N)=S)c2nc(-c3cccs3)cc(C(F)(F)F)c12	u	-43.1%	7.4%	-5.1%	-4.8%	6.31µM*	0.0%	-5.3%	7.08µM*	5.0%	u
O=C(c1ccc(Br)o1)N1CCN(c2ccccc2F)CC1	4.3%	7.0%	-2.4%	-3.9%	-3.6%	0.0%	-2.3%	0.6%	2.3%	-3.7%	-7.9
CCC(C)NS(=O)(=O)c1ccc(NC(=O)c2cccs2)cc1 (configuration not stated)	0.0%	-11.3%	-5.0%	-2.3%	-2.3%	2.9%	2.0%	-8.3%	28.5%	-1.1%	9.3
O=C(O)CCc1nc(-c2ccc(Cl)cc2)no1	1.3%	-3.0%	4.7%	0.7%	1.1%	-38.0%	2.2%	-1.9%	-0.5%	-6.8%	0.1
CC(=O)OC[C@H]1O[C@H](C/C=N/O[C@@H](C)c2cn([C@H](CO)Cc3ccccc3)nn2)C=C[C@@H]1OC(C)=O	7.3%	x	-5.3%	-2.2%	0.7%	-36.4%	0.0%	-1.0%	0.6%	3.3%	-3.8
COc1ccc(CCNC(=S)NC2CCN(Cc3ccccc3)CC2)cc1	0.0%	-24.3%	3.9%	0.7%	-12.0%	u	-4.2%	-5.8%	u	-5.7%	-2.9
COc1ccc(C(CNC(=O)c2[nH]c(C)c(C(C)=O)c2C)N2CCOCC2)cc1 (configuration not stated)	-1.5%	-7.3%	2.5%	0.6%	-4.1%	x	5.0%	4.6%	x	-0.4%	-0.8
Cc1sc2nc(CN3CCCC3)nc(N3CCN(S(=O)(=O)c4ccccc4)CC3)c2c1C	-5.3%	4.7%	u	-2.1%	3.2%	x	4.3%	1.1%	x	4.1%	-0.4
